High-throughput results as filed in PubChem BioAssay.
STK33 kinase inh = inhibitors of purified STK33 kinase, primary screen, biochemical, ADP-Glo luminescence, homogeneous, cell-free. MBP phosphorylation. Serine/threonine-protein kinase 33 (Homo sapiens), Q9BYT3. inhibition, % at 10 µM. actives 0.073% (n = 320,000). AID 2661, 2010;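 active = inhibition at or above 25%, using the most active replicate where run in duplicate; inactive = inhibition below 25%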
Target sequence (Q9BYT3 whole entry, looked up): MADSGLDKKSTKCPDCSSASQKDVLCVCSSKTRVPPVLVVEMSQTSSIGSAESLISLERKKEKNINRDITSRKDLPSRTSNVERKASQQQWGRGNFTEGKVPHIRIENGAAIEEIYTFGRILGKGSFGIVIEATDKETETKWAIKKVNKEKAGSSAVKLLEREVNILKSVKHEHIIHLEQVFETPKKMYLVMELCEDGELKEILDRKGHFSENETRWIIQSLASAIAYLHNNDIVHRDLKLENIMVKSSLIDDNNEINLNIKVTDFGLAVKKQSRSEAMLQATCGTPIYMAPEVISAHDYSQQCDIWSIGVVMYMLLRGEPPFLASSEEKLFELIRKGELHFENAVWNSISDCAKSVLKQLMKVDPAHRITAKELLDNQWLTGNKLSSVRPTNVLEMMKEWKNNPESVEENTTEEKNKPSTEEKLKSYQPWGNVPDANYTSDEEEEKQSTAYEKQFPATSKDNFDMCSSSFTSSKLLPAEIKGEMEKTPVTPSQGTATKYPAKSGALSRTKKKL
OX1R FRET antag = antagonists of human orexin 1 receptor (OX1R) | OX1R-expressing cells, FRET antagonist read-out | inhibition, % at 6.6 µM | actives 1.8% (n = 330,000); in the data active = inhibition mostly above about 38%, no sharp cut-off; inactive = mostly below about 40%;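 note: 0% = agonist challenge alone and 100% = reference antagonist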
Target sequence (O43613 whole entry, looked up): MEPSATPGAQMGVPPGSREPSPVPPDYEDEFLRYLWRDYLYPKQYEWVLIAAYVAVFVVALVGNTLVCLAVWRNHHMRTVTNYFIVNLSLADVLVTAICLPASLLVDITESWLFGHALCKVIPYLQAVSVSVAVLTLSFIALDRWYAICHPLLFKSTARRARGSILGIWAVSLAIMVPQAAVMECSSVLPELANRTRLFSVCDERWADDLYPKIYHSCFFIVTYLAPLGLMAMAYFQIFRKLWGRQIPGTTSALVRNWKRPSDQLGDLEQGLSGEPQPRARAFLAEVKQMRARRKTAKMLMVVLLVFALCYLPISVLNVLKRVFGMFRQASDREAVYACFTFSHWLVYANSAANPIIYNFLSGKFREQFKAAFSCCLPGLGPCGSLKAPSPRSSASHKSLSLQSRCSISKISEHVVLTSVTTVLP
Active calls of the source: *; nt = no result given.

SMILES	STK33 kinase inh	OX1R FRET antag
CC(C)[C@H](NC(=O)c1ccccc1Cl)C(=O)OCC(=O)NCc1ccc2c(c1)OCO2	-0.1	-1
CNC(=O)c1ccc(Nc2nnc(-c3ccc(O)cc3)c3ccccc23)cc1	-0.3	9
CN(c1cccc(NC(=O)c2ccc(Cl)c(S(=O)(=O)Nc3ccccc3)c2)c1)S(C)(=O)=O	-1.4	7
CS(=O)(=O)c1ccc(C(=O)NCc2ccccc2F)cc1	-0.1	8
Cc1cc(C(=O)Nc2nnc(C3CCCCC3)s2)no1	-0.7	1
Cc1ccc(S(=O)(=O)Nc2ccc(-c3nnc(SCc4ccccc4Cl)o3)cc2)cc1	-1.6	3
O=C(/C=C/c1ccccc1[N+](=O)[O-])N1CCN(c2ccc(F)cc2)CC1	-3.1	20
c1coc(-c2ncc[nH]2)c1	0.2	8
O=C(NC(Cc1ccccc1)C(=O)N1CCCCCC1)c1ccccc1 (stereo unspecified)	-1.1	nt
CCCCNCc1nc2ccccc2c(=O)[nH]1	-1.4	2
CCOC(=O)C(C)(C)Sc1nc2c(cnn2-c2ccc(C)cc2)c(=O)[nH]1	-1.9	29
OCC1CCCN(Cc2cn(Cc3ccccc3)nc2-c2cc3ccccc3o2)C1 (stereo unspecified)	-0.3	13
S=C(Cc1ccc(-c2ccccc2)cc1)N1CCOCC1	-0.5	18
O=C(CSc1nncs1)NC(=O)NC1CCCC1	-0.9	12
FC(F)(F)c1cccc(NC(=S)NC(c2ccccc2)c2ccccc2)c1	-1.0	47
COC(=O)c1cc2ccsc2n1CC(=O)Nc1ccc(N(C)C)cc1	0.8	7
Fc1ccc(CSc2nnc(-c3cnccn3)n2Cc2ccco2)cc1	0.0	26
O=C(C1CC1)N1CCN=C1SCc1ccc(Cl)cc1	1.0	16
O=C(CSc1ccc(-c2ccccn2)nn1)NCc1ccc(Cl)cc1	0.6	7
CC(C)c1ccc(/C=C/C(=O)NC(=S)NN2CCOCC2)cc1	1.2	nt
O=C(NC1CCCC1)c1ccc2c(c1)N(Cc1ccc(F)cc1)CCS2	-0.5	54
CCOc1ccc(CCNC(=O)c2cc(=O)[nH]c3ccc(S(=O)(=O)N(CC)CC)cc23)cc1OCC	-1.6	16
COc1ccc(CC(=O)Nc2cccc3ncccc23)cc1OC	-1.1	11
O=C(COc1ncnc2scc(-c3ccccc3)c12)NC1CCCc2ccccc21 (stereo unspecified)	-0.6	73*
CCOC(=O)c1nn(-c2cccc(Cl)c2)c2nc(Nc3ccccc3)cc(=O)n12	-1.1	8
Other structures follow.
SMILES	STK33 kinase inh	OX1R FRET antag
Cc1ccc(S(=O)(=O)n2nc(-n3c(C)ccc3C)c3c(F)cccc32)c2ccccc12	-0.1	1
Cc1ccccc1-c1nnc(-c2ccccc2C)o1	-0.4	23
COc1ccc(C(=O)C(CN2CCOCC2)c2ccccc2)cc1 (stereo unspecified)	-0.7	3
COc1ccccc1-c1coc2c(CN3CCCC(C)C3)c(O)ccc2c1=O (stereo unspecified)	-1.6	5
O=C(NC1CCCCC1)c1cc(S(=O)(=O)N2CCN(c3ccccc3)CC2)ccc1Cl	nt	5
COc1ccc(NS(=O)(=O)c2ccc(N3CCOCC3)c(NC(=O)c3cccc(F)c3)c2)cc1	-1.3	3
CCc1ccc(C(=O)CSc2n[nH]c(C)n2)cc1	-0.2	11
CCC1CN(C)C2Cc3c([nH]c4ccccc34)C(=O)CC1C2C(=O)OC (stereo unspecified)	-1.7	17
Cc1cccc(NC(=O)c2ccc(Cn3cc(C(F)(F)F)ccc3=O)cc2)c1	0.5	14
Cc1ccc(OC(=O)c2ccc(Cl)c([N+](=O)[O-])c2)cn1	0.6	6
C=CCOC(=O)C1CC=CCC1C(=O)Oc1ccc(F)cc1F (stereo unspecified)	-2.8	7
COc1cccc(N2CCN(C(=S)Nc3ccccc3)CC2)c1	-0.5	9
O=C1/C(=C\c2ccc3ccccc3c2)CCCc2ccccc21	-0.6	26
O=C(COC(=O)CC(NC(=O)c1ccccc1Cl)c1ccccc1)Nc1cccc(F)c1 (stereo unspecified)	-0.4	54
CC1CCN(S(=O)(=O)c2ccccc2[N+](=O)[O-])CC1	0.1	10
COc1ccc(NC(=O)C2Cc3ccccc3CN2C(=O)c2ccco2)cc1 (stereo unspecified)	-2.4	12
COc1ccc(CCC(=O)NNC(=O)Nc2ccc(C(C)C)cc2)cc1	3.0	nt
O=C1CCCC2=C1C(c1ccc3c(c1)OCO3)c1c([nH]n(-c3ccccc3)c1=O)N2 (stereo unspecified)	0.5	17
CC(C)(C)OC(=O)N1CCC(NC(=O)c2ncn(Cc3ccccc3)c2C(=O)NC2CCN(C(=O)OC(C)(C)C)CC2)CC1	1.5	-1
NS(=O)(=O)c1ccc(NC(=O)COc2ncnc3c2cnn3-c2ccccc2)cc1	0.8	9
O=C(O)COc1ccc(/C=C/c2nc3ccc([N+](=O)[O-])cc3s2)cc1	21	8
CCc1ccc(OCC(=O)N(Cc2cccs2)C2CCS(=O)(=O)C2)cc1 (stereo unspecified)	-0.1	4
COc1ccc(S(=O)(=O)N2CCOCC2)cc1NC(=O)Cc1sc(C)nc1-c1ccc(F)cc1	-0.1	5
COc1ccccc1-c1c(C#N)c(N)nc2c1CCc1ccccc1-2	-0.8	13
COc1ccc(/C=N\NC(=O)c2cc(O)c(O)c(O)c2)cc1COc1ccc(C(=O)OCC(C)C)cc1	0.7	9
The listing continues:
SMILES	STK33 kinase inh	OX1R FRET antag
CN(C)c1cccc(C(=O)OCC(=O)Nc2ccccc2-c2ccccc2)c1	nt	33
COc1ccc(-c2nnc(SCC(=O)NC3CCCCC3)o2)cc1OC	-1.3	10
O=C(NC(C1CC1)C1CC1)C1CCC(=O)N(CCCN2CCCC2=O)C1 (stereo unspecified)	-1.4	5
Nc1c(C(=O)N2CCOCC2)sc(=S)n1-c1ccccc1	-0.2	17
CC(Sc1nc(-c2ccccc2)cc(C(F)(F)F)n1)C(=O)O (stereo unspecified)	0.2	6
O=C(O)C1CCC(CNCc2ccncc2)CC1 (stereo unspecified)	-2.3	-6
CC(=O)c1ccc(OCCNS(=O)(=O)c2ccc(-n3cnnn3)cc2)cc1	1.2	8
O=C(Cn1cnc2c(cnn2-c2ccc(Cl)cc2)c1=O)N1CCN(c2ccccc2)CC1	0.8	9
O=C(O)c1ccc(OCCCCCCOC2CCCCO2)cc1 (stereo unspecified)	-2.0	-3
CCOC(=O)CNC(=O)N1CCc2ccc(NC(=O)c3ccccc3OC)cc2C1	-1.7	6
CN1CCN(/C=N/c2sc3c(c2C#N)CCCCC3)CC1	0.4	27
O=C(COC(=O)[C@H](Cc1ccccc1)NC(=O)c1ccco1)Nc1ccccc1	-2.1	3
CCOC(=O)CSc1nc(COc2ccccc2)nc2ccccc12	-0.7	20
CCOC(=O)c1c(NC(=O)CN2CCCc3ccccc32)sc(C)c1C	0.2	11
CCN(CC)S(=O)(=O)c1ccc(-c2nnc(SCC(N)=O)n2CC)cc1	1.3	15
Cc1sc2nc(SCC(=O)NCc3ccco3)n(Cc3ccccc3)c(=O)c2c1C	2.0	24
COC(=O)c1c(N2C(=O)CC(Sc3ncccc3C(=O)O)C2=O)sc(C)c1C (stereo unspecified)	-3.7	6
COC(=O)c1ccc(CSc2nc3sc(C)c(C)c3c(=O)[nH]2)cc1	-2.0	10
NS(=O)(=O)c1ccc2nc(-c3ccccc3)c(-c3ccccc3)nc2c1	-1.8	18
Cc1cccc(CC(=O)OCn2nnc3ccccc3c2=O)c1	0.2	5
O=S(=O)(Nc1ccc(O)c2ccccc12)c1cccs1	0.6	30
OC(COc1ccc(F)cc1)CN1CCN(CC(O)COc2ccc(F)cc2)CC1 (stereo unspecified)	-0.9	-1
O=C(c1ccc(S(=O)(=O)NCc2ccco2)cc1)N1CCN(c2ccc(F)cc2)CC1	-1.4	1
CCOc1ccc(N(C(C)=O)c2nc(C)cc(C)c2C#N)cc1	-1.9	50
O=C(CSc1nnc(-c2ccco2)n1Cc1ccccc1)c1ccccc1	-0.1	11
The results go on:
SMILES	STK33 kinase inh	OX1R FRET antag
CC(=O)Nc1ccc(S(=O)(=O)NCC(=O)NCCc2ccc(S(N)(=O)=O)cc2)cc1	-0.4	10
CCOC(=O)c1c(CSC(=N)N)n(-c2ccccc2)c2cc(Br)c(OC(C)=O)cc12	1.7	7
COc1ccc(OC)c(/C=C/C(=O)OCC(=O)Nc2cccc(C(C)=O)c2)c1	-1.1	16
O=C(CNC(=O)c1cccs1)NCC(=O)OCC(=O)c1ccccc1	-0.4	5
CS(=O)(=O)N(Cc1ccccc1)c1ccccn1	-0.5	5
O=C(COc1ccccc1[N+](=O)[O-])N/N=C/c1ccc(OC(=O)c2ccco2)cc1	-0.5	9
COC(=O)Oc1ccc(/C=N/NC(=O)CSCc2ccc(Cl)cc2)cc1OC	0.4	22
Cc1nc(C(F)(F)F)ccc1C(=O)N1CCCCC1	1.6	-1
O=C(c1ccco1)N1CCN(CCOCCOc2cccc3ccccc23)CC1	-2.6	6
COCCCNCCCCOc1cccc(Br)c1	-3.1	-5
COc1ccc(/C=C2\SC(=O)N(CC(=O)NNC(=O)c3ccccc3O)C2=O)cc1OC	-1.6	57
O=[N+]([O-])c1ccccc1/C=N\N1CCN(c2ccccc2)CC1	-2.7	9
O=C1CCC2(CC1)NC(=O)N(c1ccccc1)N2	-0.5	3
O=C(NC1CCCCC1)c1cc2ccccc2cc1O	-1.4	19
CN=C(Nc1ccccc1)SC1CC(=O)N(c2cccc(OC)c2)C1=O (stereo unspecified)	-0.6	10
Cc1ccc(C2Nc3ccccc3C(=O)N2CCCN2CCOCC2)cc1 (stereo unspecified)	0.0	15
O=C(NCc1ccc2[nH]c3c(c2c1)CCCC3)N1CCOCC1	-2.2	16
O=C(COC(=O)c1cccnc1Cl)NCCC1=CCCCC1	-2.6	26
COC(=O)c1ccc(C(=O)OCc2nc3cc4ccccc4cc3[nH]2)cc1	0.4	18
COc1cccc(-c2nc(CSCC(=O)N3CCc4ccccc43)c(C)o2)c1	1.1	21
O=C1C=C(O)c2c(O)cccc2C1=O	1.3	22
O=C(NCCc1ccc(Cl)cc1Cl)c1cncc(Br)c1	-0.1	6
COc1ccc(-c2ccnc(SCC(=O)N3CCOCC3)n2)cc1	1.8	6
CCOc1cc(/C=N/NC(=O)C(C)Sc2ccccc2)ccc1O (stereo unspecified)	0.7	39
C[C@H](CO)N1C[C@H](C)[C@@H](CN(C)S(=O)(=O)c2cccs2)Oc2ccc(NC(=O)NC3CCCCC3)cc2C1=O	-0.3	10
(listing goes on)
SMILES	STK33 kinase inh	OX1R FRET antag
O=C(NC1CCCCC1)C1CCC(CNS(=O)(=O)c2ccccc2)CC1 (stereo unspecified)	-1.8	nt
CC(=O)c1ccc(NC(=O)Cn2cnc(S(=O)(=O)N3CCOCC3)c2)cc1	0.8	17
COC(=O)c1ccc(NC(=S)Nc2ccccn2)cc1	0.2	36
CCC(=O)Nc1nnc(Cc2ccccc2)s1	0.2	3
COc1ccc(C(=O)c2cnc3cc4c(cc3c2C)OCO4)cc1	-2.6	25
Cc1ccc(C)c(N2CN(Cc3ccco3)CNC2=S)c1	-2.1	12
CC1CCCN(C(=O)COC(=O)c2cc(-c3cccs3)nn2-c2ccccc2)C1 (stereo unspecified)	-1.4	25
CCc1ccc2[nH]c(=O)c(CN(Cc3ccco3)C(=S)NCC3CCCO3)cc2c1 (stereo unspecified)	-0.8	12
COc1ccc(S(=O)(=O)N(C)C)cc1NC(=O)CN1C(=O)NC2(CCCC2)C1=O	0.1	13
CCC(CC)C(=O)Nc1nnc(S(=O)(=O)Nc2ccc(OC)cc2)s1	-0.2	-7
CC(C)(CSc1ccccn1)NS(=O)(=O)c1ccc(Cl)cc1	-0.3	26
COc1cccc(-c2nc3ccc(C(=O)N4CCCC(O)C4)cc3o2)c1 (stereo unspecified)	4.5	19
O=C(NCCCN1CCOCC1)c1cc2c([nH]c3ccccc32)c(-c2cccc(Br)c2)n1	0.4	3
CCOC(=O)N1CCC(NC(=O)CCS(=O)(=O)c2ccc3c(c2)CCN3C(C)=O)CC1	-0.5	21
COc1ccc(C(CNC(=O)c2ccc(NS(=O)(=O)c3cccc([N+](=O)[O-])c3)cc2)N2CCOCC2)cc1 (stereo unspecified)	-0.9	30
CCOc1ccc(-c2cc(CCCC(=O)N3CCN(c4ccc(OC)cc4)CC3)no2)cc1	-1.2	-1
COCCN(C(=O)CSc1n[nH]c(-c2ccccc2)n1)c1c(N)n(CC(C)C)c(=O)[nH]c1=O	-0.6	14

Compounds shown so far that have fluorine (15):
SMILES	STK33 kinase inh	OX1R FRET antag
CS(=O)(=O)c1ccc(C(=O)NCc2ccccc2F)cc1	-0.1	8
O=C(/C=C/c1ccccc1[N+](=O)[O-])N1CCN(c2ccc(F)cc2)CC1	-3.1	20
FC(F)(F)c1cccc(NC(=S)NC(c2ccccc2)c2ccccc2)c1	-1.0	47
Fc1ccc(CSc2nnc(-c3cnccn3)n2Cc2ccco2)cc1	0.0	26
O=C(NC1CCCC1)c1ccc2c(c1)N(Cc1ccc(F)cc1)CCS2	-0.5	54
Cc1ccc(S(=O)(=O)n2nc(-n3c(C)ccc3C)c3c(F)cccc32)c2ccccc12	-0.1	1
COc1ccc(NS(=O)(=O)c2ccc(N3CCOCC3)c(NC(=O)c3cccc(F)c3)c2)cc1	-1.3	3
Cc1cccc(NC(=O)c2ccc(Cn3cc(C(F)(F)F)ccc3=O)cc2)c1	0.5	14
C=CCOC(=O)C1CC=CCC1C(=O)Oc1ccc(F)cc1F (stereo unspecified)	-2.8	7
O=C(COC(=O)CC(NC(=O)c1ccccc1Cl)c1ccccc1)Nc1cccc(F)c1 (stereo unspecified)	-0.4	54
COc1ccc(S(=O)(=O)N2CCOCC2)cc1NC(=O)Cc1sc(C)nc1-c1ccc(F)cc1	-0.1	5
CC(Sc1nc(-c2ccccc2)cc(C(F)(F)F)n1)C(=O)O (stereo unspecified)	0.2	6
OC(COc1ccc(F)cc1)CN1CCN(CC(O)COc2ccc(F)cc2)CC1 (stereo unspecified)	-0.9	-1
O=C(c1ccc(S(=O)(=O)NCc2ccco2)cc1)N1CCN(c2ccc(F)cc2)CC1	-1.4	1
Cc1nc(C(F)(F)F)ccc1C(=O)N1CCCCC1	1.6	-1

No enrichment for hits; 1.8% or so of the library scored in one or more.
